# TRPC4 act = opens the mouse TRPC4 cation channel; 310,000 compounds, 0.49% hits; B-score at 10 µM; HEK293 TRPC4beta/mu-opioid, Fluo4 calcium fluorescence; active compounds read high; AID 2237;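 active means B-score above 5 SD of library B-scores, and initial fluorescence ratio not above library mean plus 5 SD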;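 further: positive B-score marks a calcium rise read as TRPC4 activation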
#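 Material: HEK293 stable line with TRPC4beta plus mu-opioid receptor; technique: Fluo4 calcium-sensitive dye fluorescence, kinetic, 1 Hz baseline; timing: Fluo4 dye loading 45 min at room temperature, 110 s recording; controls: assay buffer as low control, maximal DAMGO as high control; read-out: integrated baseline-normalised fluorescence ratio, converted to per-well B score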
# ANO1 block = blocks the mouse calcium-activated chloride channel TMEM16A; normalized B-score (activity score, 25-100; higher = stronger inhibition) at 10 µM; 310,000 compounds, 1.2% hits; Q8BHY3; HEK293 TMEM16A/YFP iodide influx fluorescence, ionomycin;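 active means ratio plate-corrected score three or more library SD toward inhibition, starting fluorescence score within five deviations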;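 further: score derived from kinetic fluorescence span divided by baseline fluorescence per well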
# MrgX1 antagonist = blocks BAM8-22 activation of human MrgX1 receptor; MRGX1-HEK293 calcium flux, Fluo-4, BAM8-22 antagonism; active compounds read low; B-score at 10 µM; 310,000 compounds, 1.3% hits; AID 588676;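 active means calcium-response B-score plate-corrected more than 3 library SD below zero, starting fluorescence within 5 deviations, no agonist response on first addition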;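 further: peak minus trough fluorescence over baseline after final BAM8-22 challenge near maximal dose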
# Target sequence (Q96LB2 whole entry, looked up): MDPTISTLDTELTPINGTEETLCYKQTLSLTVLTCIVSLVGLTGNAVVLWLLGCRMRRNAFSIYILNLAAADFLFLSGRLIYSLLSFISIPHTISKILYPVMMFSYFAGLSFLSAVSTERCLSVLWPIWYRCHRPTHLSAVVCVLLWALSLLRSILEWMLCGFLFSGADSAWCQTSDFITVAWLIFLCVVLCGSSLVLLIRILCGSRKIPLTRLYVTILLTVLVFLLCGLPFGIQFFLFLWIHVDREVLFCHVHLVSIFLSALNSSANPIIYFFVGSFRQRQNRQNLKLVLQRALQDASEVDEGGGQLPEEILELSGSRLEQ
# MrgX1 ag = activates human MrgX1 receptor signaling. 310,000 compounds, 0.44% hits. MrgX1-HEK293 cells, Fluo-4 calcium fluorescence, agonist mode; active compounds read high. B-score at 10 µM. Q96LB2;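 active means calcium response B-score plate-corrected fluorescence ratio at least 3 library SD, with starting fluorescence B-score inside 5 SD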
#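 Test system: HEK293 cells stably expressing human MrgX1 receptor; Input: fifteen thousand cells per well; Dosing: compound delivered in addition one of three; Schedule: overnight seeding, then 1 h dark dye loading; Technique: Fluo-4 NW calcium fluorescence; Measure: B-scored fluorescence response ratio; Controls: positive and negative controls per plate.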
# SKKanGAS inh = SKKanGAS growth inhibition; S. pyogenes SKKanGAS, kanamycin growth, BacTiter-Glo, 6 h; 300,000 compounds, 1.3% hits; AID 1662; inhibition, % at 7.5 µM;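 active means mean replicate score, as percent of positive control median, at least 50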;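 further: strain carries kanamycin resistance gene driven by streptokinase promoter and grows in 40 µg/ml kanamycin; loss of luminescence reflects streptokinase promoter inhibition or plain growth inhibition; 0% = median of DMSO wells and 100% = positive control at its reference dose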
# ANO1 activ = activates or potentiates the mouse TMEM16A chloride channel. Q8BHY3. HEK293 TMEM16A/YFP-H148Q/I152L, iodide quench fluorescence; active compounds read low. B-score at 10 µM. 340,000 compounds, 0.3% hits;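 active means fluorescence-ratio B-score plate-corrected deviation score at least 3 library SD below zero, with starting fluorescence score within 5 deviations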;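 further: channel opened by trigger with iodide after compound preincubation; score built on the fluorescence ratio of max minus min over baseline; more negative score means more quench and so TMEM16A activation or potentiation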
# TRPC4 inh = inhibitors of mouse TRPC4 channel; B-score at 10 µM; 300,000 compounds, 0.39% hits; Q9QUQ5; HEK293 TRPC4beta/mu-opioid, DAMGO-evoked Fluo4 calcium flux; active compounds read low;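 active means B-score over 3 SD under the library average, no early fluorescence shift, positive overall ratio signal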
#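 System: stable TRPC4beta/mu-opioid receptor HEK293 cells; Dosing: single-point compound dosing; Measured by: Fluo4 Ca2+ flux fluorescence; Read-out basis: per-well B score of integrated baseline-normalized Fluo4 ratio.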
# TRPC4 potent = allosteric potentiators of mouse TRPC4 channel; B-score at 10 µM; HEK293 TRPC4beta/mu-opioid, DAMGO EC20, Fluo-4 Ca2+ flux; active compounds read high; 310,000 compounds, 0.42% hits; Q9QUQ5;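 active means B-score of calcium response area above 5 SD of library B-scores, with initial fluorescence ratio within 5 SD of library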;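 further: B-score of integrated fluorescence ratio over time as area under calcium response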
# TRPC6 inhibitor = blocks the mouse TRPC6 cation channel. Q61143. HEK293-TRPC6, membrane potential dye, ACh-evoked depolarization; active compounds read low. B-score at 10 µM. 310,000 compounds, 1.1% hits. AID 2553;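 active means B-score under library mean minus 3 SD, initial fluorescence not abnormally high, positive integrated signal ratio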;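 further: B-score derived from integrated fluorescence ratio over the kinetic read; more negative B-score means stronger inhibition of depolarization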
# TRPC6 activator = mouse TRPC6 channel activation; HEK293-TRPC6 membrane potential dye fluorescence; active compounds read high; B-score at 10 µM; 310,000 compounds, 0.13% hits; Q61143; AID 2550;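 active means B-score of the integrated fluorescence ratio above library mean plus 3 SD, and starting fluorescence ratio within library mean plus 5 SD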;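 further: higher score means more depolarization so channel activation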
# MrgX1 PAM = allosterically activates human MrgX1 receptor signaling. Q96LB2. MrgX1-HEK293, Fluo-4 calcium flux, FDSS; active compounds read high. B-score at 10 µM. 310,000 compounds, 0.63% hits;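 active means plate-corrected calcium response at least 3 library SD above typical, normal starting fluorescence, not activating the receptor alone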;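 further: compound read alongside a low EC10 to EC30 dose of BAM8-22 agonist; peak minus trough fluorescence over baseline measured at the second addition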
# * marks the source's active call; other numbers are inactive results; i = inactive; x = not tested or not shown.
SMILES,TRPC4 act,ANO1 block,MrgX1 antagonist,MrgX1 ag,SKKanGAS inh,ANO1 activ,TRPC4 inh,TRPC4 potent,TRPC6 inhibitor,TRPC6 activator,MrgX1 PAM
CCn1c(C(C)NC(=O)c2cccc(C)c2)nc2ccccc21 (configuration not stated),i,i,i,i,-7,i,i,i,i,i,i
Cc1[nH]n(-c2ccccc2)c(=O)c1/C=N/N1C(=O)c2cccc3cccc(c23)C1=O,i,i,i,i,-4,i,i,i,i,i,i
CCOc1ccccc1N1CCN(C(=O)C(F)(F)F)CC1,i,i,i,i,-6,i,i,i,i,i,i
CCN1CCN(C(=O)C2CCN(c3nnc(C)c4c(C)n(-c5ccc(C)cc5)nc34)CC2)CC1,i,i,i,i,-5,i,-5*,i,i,i,i
COC(C[C@@H]1O[C@@H]1[C@H](O)[C@@H](C)OCc1ccccc1)OC,i,i,i,i,9,i,i,i,i,i,i
c1csc(-c2nn3c(C4COc5ccccc5O4)nnc3s2)c1 (configuration not stated),i,i,i,i,23,i,i,i,-12*,i,i
CC(=O)Nc1cc(-c2nn(C)c(=O)c3ccccc23)ccc1N1CCOCC1,i,i,i,i,5,i,i,i,i,i,i
COc1cc2c(cc1C1NC(=S)NC(C)=C1C(=O)N(C)C)CCCC2 (configuration not stated),i,i,i,i,1,i,i,i,i,i,i
O=C(Cn1cnc2c(nnn2Cc2ccccc2)c1=O)c1ccccc1,i,i,i,i,-14,i,i,i,i,i,i
O=C(/C=C/c1ccc(Br)cc1)NC(=S)Nc1ccc(S(=O)(=O)Nc2nccs2)cc1,i,i,i,i,6,i,i,i,i,i,i
O=C(NCc1ccc(C(F)(F)F)cc1)C1CC(c2ccccc2[N+](=O)[O-])=NO1 (configuration not stated),i,i,i,i,4,i,i,i,i,i,i
Cc1cc(C)nc(N2CCN(C(=O)c3ccc(S(=O)(=O)N4CCCCCC4)cc3)CC2)n1,i,i,i,i,1,i,i,i,i,i,i
CCOCCCNC(=O)C(NC(=O)c1ccc(NC(C)=O)cc1)c1ccc(Cl)cc1 (configuration not stated),i,i,i,i,3,i,i,i,i,i,i
O=C(NCc1ccccn1)c1cn(-c2ccccc2)nc1-c1ccc(Cl)cc1,i,i,i,i,-3,i,i,i,i,i,i
O=C1CC(NS(=O)(=O)c2cc(F)ccc2F)CN1c1cccc(F)c1 (configuration not stated),i,i,i,i,5,i,i,i,i,i,i
COc1ccc(NC(=O)c2sc3ncn(CC(=O)N4CCCCC4)c(=O)c3c2C)cc1OC,i,i,i,i,-3,i,i,i,i,i,i
COCCCNC(=O)C(CC(N)=O)NC(=O)OCc1ccccc1 (configuration not stated),i,i,i,i,-4,i,i,i,i,i,i
Cc1ccc(C(=O)Nc2ccc(C(=O)N3CCCCC3)cc2)o1,i,i,i,i,12,i,i,i,i,i,i
CCOc1ccc2oc(C(=O)N3CC(C)OC(C)C3)c(C)c2c1 (configuration not stated),i,i,i,i,-8,i,i,i,i,i,i
c1cncc(-c2nc(N3CCOCC3)c3ccccc3n2)c1,i,i,i,i,-11,i,i,i,i,i,i
O=c1ccc(/C=C/c2ccccc2)nn1Cc1ccccc1,i,i,i,i,-11,i,i,i,i,i,i
CCN1C2OC3OC4C(OC3OC2N(CC)S1(=O)=O)N(CC)S(=O)(=O)N4CC (configuration not stated),i,i,i,i,-3,i,i,i,i,i,i
O=S(=O)(NCCc1ccncc1)c1cc(Br)ccc1F,i,i,i,i,-3,i,i,i,i,i,i
Cc1ccc(Cl)cc1NC1=C/C(=N\S(=O)(=O)c2cccs2)c2ccccc2C1=O,i,i,i,i,95*,i,i,i,i,i,i

# Arranged by SMILES length (rising): some entries from above
SMILES,TRPC4 act,ANO1 block,MrgX1 antagonist,MrgX1 ag,SKKanGAS inh,ANO1 activ,TRPC4 inh,TRPC4 potent,TRPC6 inhibitor,TRPC6 activator,MrgX1 PAM
O=c1ccc(/C=C/c2ccccc2)nn1Cc1ccccc1,i,i,i,i,-11,i,i,i,i,i,i
COCCCNC(=O)C(CC(N)=O)NC(=O)OCc1ccccc1 (configuration not stated),i,i,i,i,-4,i,i,i,i,i,i
CCN1C2OC3OC4C(OC3OC2N(CC)S1(=O)=O)N(CC)S(=O)(=O)N4CC (configuration not stated),i,i,i,i,-3,i,i,i,i,i,i

# Additional structures.
SMILES,TRPC4 act,ANO1 block,MrgX1 antagonist,MrgX1 ag,SKKanGAS inh,ANO1 activ,TRPC4 inh,TRPC4 potent,TRPC6 inhibitor,TRPC6 activator,MrgX1 PAM
CC(=O)N1N=C2c3ccccc3CCC2C1c1cccs1 (configuration not stated),i,i,i,i,4,i,i,i,i,i,i
CC(C)(C)Nc1nc(N2CCCC2)nc(N2CCCC2)n1,i,i,i,i,-9,i,i,i,i,i,i
Cc1nn(C)c(Sc2ccccn2)c1[N+](=O)[O-],i,i,i,i,2,i,i,i,i,i,i
Cc1cc(C)cc(NC(=O)C2CCCN(S(=O)(=O)c3cnc[nH]3)C2)c1 (configuration not stated),i,i,i,i,-6,i,i,i,i,i,i
CC(=O)c1ccc(NC(=O)CCc2c(C)nn(-c3ccc(N4CCOCC4)nn3)c2C)cc1,i,i,i,i,1,i,i,i,i,i,i
CNC(=S)N/N=C1\CC(c2ccccc2)Oc2ccccc21 (configuration not stated),i,i,i,i,20,i,i,i,i,i,i
CCOC(=O)C1(C/C(C)=N/NC(N)=O)CC(C)OC1=O (configuration not stated),i,i,i,i,4,i,i,i,i,i,i
Cc1ccc(C(=O)N/N=C2/NC(=O)CC(C(=O)Nc3ccccc3)S2)cc1 (configuration not stated),i,i,i,i,3,i,i,i,i,i,i
CN(C(=O)c1cccs1)C1(C)CCS(=O)(=O)C1 (configuration not stated),i,i,i,i,7,i,i,i,i,i,i
CCC1(CC)Nc2ccccc2C(=O)N1c1ccc(NC(C)=O)cc1,i,i,i,i,-2,i,i,i,i,i,i
COc1cccc(/C=N/NC(=O)C[n+]2ccccc2)c1OC,i,i,i,i,-2,i,i,i,i,i,i
COCCN(C(=O)CNC(=O)c1cccs1)C(C(=O)NC(C)(C)C)c1ccccc1 (configuration not stated),i,i,i,i,-13,i,i,i,i,i,i
CCn1c(CCCOc2ccc(Cl)cc2Cl)nnc1SCC(=O)Nc1cccc(F)c1,i,i,i,i,-10,i,i,i,i,i,i
COc1ccc(C(=O)NCC(O)CN2CCOCC2)cc1[N+](=O)[O-] (configuration not stated),i,i,i,i,9,i,i,i,i,i,i
COC/C=C/C1=CC2=CC(=O)C(C)(OC(=O)c3cnc4ccccc4n3)C(=O)C2=CN1c1ccc(OC)cc1 (configuration not stated),i,i,i,i,7,i,i,i,i,i,i
COC(=O)C1=C(C)N(Cc2ccccc2)C(=NCCc2ccccn2)N[C@H]1c1cccc(F)c1,88*,i,i,i,2,i,i,i,i,i,i
O=C(Cc1ccccn1)Nc1ccccc1,i,i,i,i,4,i,i,i,i,i,i
COCCn1c(C)cc(O)c(C(=O)Nc2cccc(Cl)c2)c1=O,i,i,i,i,5,i,i,i,i,i,i
Oc1cc2ccccc2nc1-c1ccccc1Cl,i,i,i,i,-16,i,i,i,i,i,i
CN(c1ccccc1)S(=O)(=O)c1cccc(C(=O)OCC(=O)NCCCN2CCCC2=O)c1,i,i,i,i,-7,i,i,i,i,i,i
COc1ccc(OCCCC(=O)NCCc2ccc(OC)c(OC)c2)cc1,i,i,i,i,-5,i,i,i,i,i,i
COC(=O)CNC(=O)CN1C(=O)N(c2cccc(Cl)c2)C(N(O)C(=O)Nc2cccc(Cl)c2)C1(C)C (configuration not stated),i,i,i,i,-3,i,i,i,i,i,i
COc1ccc2cc3cc(C(=O)NCCCN4CCc5ccccc5C4)sc3nc2c1,i,i,i,i,5,i,i,i,i,i,i
COc1cc(/C=C2\C(=N)N3N=C(CC(=O)N4CCOCC4)SC3=NC2=O)cc(OC)c1OC,i,i,i,i,-6,i,i,i,i,i,i
Cc1ccc(SCC(=O)Nc2ccc3c(c2)OCCO3)cc1,i,i,i,i,-4,i,i,i,i,i,i
COc1ccc(OC)c(-c2nnc(-c3ccc(C)o3)o2)c1,i,i,i,i,2,x,i,i,i,i,i
CC(CCc1ccccc1)NC(=O)C1CCCN(c2nnc(-n3cccc3)s2)C1 (configuration not stated),i,i,i,i,2,i,i,i,i,i,i
CN(C(=O)c1cc(S(=O)(=O)N2CCCCC2)c[nH]1)C1CCCCC1,i,i,i,i,-8,i,i,i,i,i,i
COc1ccc(CNC(=O)CN(Cc2ccco2)C(=O)CNS(=O)(=O)c2ccc(F)cc2)cc1,i,i,i,i,26,i,i,i,i,i,i
C/C(=N\NC(=S)NCCc1ccccc1)c1ccc(C)cc1,i,i,i,i,27,i,i,i,-5.3*,i,i
Cc1cccc(CCNS(=O)(=O)c2ccc(S(=O)(=O)NC3CCCC3)cc2)c1,i,i,i,i,-12,i,i,i,i,i,i
Cc1noc(C)c1C1(O)CCCCCCCCCCC1,i,i,i,i,8,i,i,i,i,i,i
CCOC(=O)c1ccccc1NC(=O)Nc1ccc(OC)c(OC)c1,i,i,i,i,-1,i,i,i,i,i,i
Cc1ccc(C(C)C)cc1S(=O)(=O)Nc1ccncc1,i,i,i,i,4,i,i,i,i,i,i
Cn1cccc1CC(=O)N/N=C/c1cccc2ccccc12,i,i,i,i,6,i,i,i,i,i,i
Cc1ccccc1NC(=S)NCCC(c1ccccc1)c1ccccc1,i,i,i,i,42,i,i,i,i,i,i
O=C(CNc1cc(S(=O)(=O)N2CCOCC2)ccc1NCC1CCCO1)Nc1ccccc1F (configuration not stated),i,i,i,i,2,i,i,i,i,i,i
O=C(Nc1ccc(F)c(F)c1)NC1CCCCC1,i,i,i,i,5,i,i,i,i,i,i
O=C(CCc1ccccc1)NCc1ccncc1,i,i,i,i,4,i,i,i,i,i,i

# Some values from the results shown:
# Entry for `Cn1cccc1CC(=O)N/N=C/c1cccc2ccccc12` in SKKanGAS inh: 6
# Entry for `O=C(Nc1ccc(F)c(F)c1)NC1CCCCC1` in SKKanGAS inh: 5
